Screening data as filed in PubChem BioAssay.
MEKK2 mut-MEK5: signal of MEK5 binding to mutant human MEKK2 PB1 domain. hit rate 0.35% among 290,000. percent response, % at 10 µM. bead flow cytometry, Alexa488-MEK5 binding to MEKK2 mutant. AID 1530; in the data active = percent response above about 24%, passing the limit was not always enough; also: inactives centre near 1; some results filed as inactive read as strong as hits; reference of the scale not given here
NALP1 yeast inh: NALP1 inhibition. S. cerevisiae NALP1/ASC/caspase-1 growth, X-gal OD620, 72 h. inhibition, % at 10 µM. hit rate 0.61% among 280,000; in the data active = inhibition mostly above about 24%, no sharp cut-off; inactive = mostly below about 32%; also: some compounds called inactive have numbers as strong as hits
GPR7 antag: blocks human GPR7 receptor signaling. inhibition, % at 4.4 µM. AID 1861. P48145. hit rate 1.1% among 290,000. GPR7-expressing cells, fluorescence antagonist assay; in the data active = inhibition above about 16%, passing the limit was not always enough;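 also: cells stimulated with the agonist NPW; 0% = agonist with vehicle and 100% = vehicle without agonist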
Target sequence (P48145 whole entry, looked up): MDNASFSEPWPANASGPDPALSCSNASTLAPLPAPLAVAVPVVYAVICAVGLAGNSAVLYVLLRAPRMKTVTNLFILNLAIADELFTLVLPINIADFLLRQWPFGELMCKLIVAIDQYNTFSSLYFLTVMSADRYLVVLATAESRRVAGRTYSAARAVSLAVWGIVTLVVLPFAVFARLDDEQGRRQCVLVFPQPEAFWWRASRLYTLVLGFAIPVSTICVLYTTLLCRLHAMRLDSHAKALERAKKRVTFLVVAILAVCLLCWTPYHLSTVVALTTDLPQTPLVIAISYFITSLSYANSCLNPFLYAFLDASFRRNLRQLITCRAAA
V1R ag counter: counter-screen for oxytocin receptor agonists: human V1a receptor agonists | activation, % at 3 µM | P37288 | CHO-V1R cells, Fluo-8 calcium fluorescence, agonist mode; 0% DMSO, 100% 3 nM vasopressin | AID 2797 | hit rate 0.25% among 320,000;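 active = activation above the mean activation of all tested compounds plus 3 SD, per screening run, cut at about 20% in these data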;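 also: signal is peak over basal fluorescence ratio across a 100 second FLIPR read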
MEKK3 PB1 HTS: modulators (inhibitors or enhancers) of MEK5 binding to human MEKK3 PB1 domain. Q99759. bead-based flow cytometry, Alexa488-MEK5 binding to MEKK3; actives lie on both sides; 0 = blocked by unlabeled MEK5, 100 = vehicle. binding response (% of control), % at 10 µM. hit rate 1.4% among 290,000. AID 1529;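 active = binding response more than 3 SD above or below the average of its plate-row segment, actives on both sides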;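 also: Alexa488 bead fluorescence after subtracting the streptavidin-only scavenger bead signal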
OXTR agonist: agonists of human oxytocin receptor; activation, % at 3 µM; CHO-OTR cells, Fluo-8 calcium fluorescence; normalized: DMSO 0%, oxytocin 100%; hit rate 0.32% among 320,000;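 active = activation above the mean of all tested compounds plus 3 SD, cutoff set per screening run, cut at about 20% in these data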;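 also: peak over basal fluorescence ratio from a 100 s FLIPR kinetic read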
PHOSPHO1 inh: blocks human PHOSPHO1 phosphatase activity; Q8TCT1; recombinant PHOSPHO1, absorbance phosphatase assay; inhibition, % at 13.3 µM; hit rate 1.1% among 290,000; AID 1565; in the data active = inhibition above about 60%
Target sequence (Q8TCT1 whole entry, looked up): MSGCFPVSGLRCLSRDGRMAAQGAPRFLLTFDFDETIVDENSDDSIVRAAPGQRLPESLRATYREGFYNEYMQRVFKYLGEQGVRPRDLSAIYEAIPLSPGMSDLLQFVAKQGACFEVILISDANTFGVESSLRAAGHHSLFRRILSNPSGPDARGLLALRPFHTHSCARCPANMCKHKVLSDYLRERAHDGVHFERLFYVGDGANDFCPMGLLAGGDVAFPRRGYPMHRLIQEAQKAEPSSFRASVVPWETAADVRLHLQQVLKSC
MEKK2 WT-MEK5: raises or lowers MEK5 binding to wildtype human MEKK2 PB1 domain; binding response (% of control), % at 10 µM; Q9Y2U5; bead flow cytometry, Alexa488-MEK5 binding to MEKK2 WT; actives lie on both sides; hit rate 1.1% among 290,000; in the data active = binding response below about 67% or above about 130%
GalR3 antag: human GalR3 antagonism | HEK293 GalR3-CNG cAMP membrane potential fluorescence; galR3 body fused to GalR1 C-terminus | O60755 | hit rate 0.44% among 360,000 | inhibition, % at 3 µM;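 active = inhibition above the screen-wide average plus 3 SD, cut at about 13% in these data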;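 also: forskolin and galanin both at EC90 stimulate the cells; cAMP rise reported by CNG channel membrane potential dye signal; 0% = forskolin plus galanin with DMSO and 100% = forskolin alone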
Target sequence (O60755 1-299 limits assumed): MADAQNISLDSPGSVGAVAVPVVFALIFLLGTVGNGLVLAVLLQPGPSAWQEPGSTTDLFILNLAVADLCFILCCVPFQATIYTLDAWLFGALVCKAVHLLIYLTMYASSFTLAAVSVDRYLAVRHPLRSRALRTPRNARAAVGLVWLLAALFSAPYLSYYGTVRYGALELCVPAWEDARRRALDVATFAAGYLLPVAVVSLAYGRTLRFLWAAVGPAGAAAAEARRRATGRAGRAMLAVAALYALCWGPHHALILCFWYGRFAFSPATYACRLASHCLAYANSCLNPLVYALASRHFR
* = called active by the depositor.

`Cc1ccccc1N1CCN(c2ccc(NC(=O)C3CCCCC3C(=O)O)cc2)CC1` (configuration not stated) gave MEKK2 mut-MEK5 -1, NALP1 yeast inh 11, GPR7 antag 1, V1R ag counter 0.5, MEKK3 PB1 HTS 91, OXTR agonist -0.6, PHOSPHO1 inh -5, MEKK2 WT-MEK5 93 and GalR3 antag -2.
`CC(C)NC(=O)/C(C#N)=C\c1ccc(N(C)C)c(Br)c1` gave MEKK2 mut-MEK5 2, NALP1 yeast inh -5, GPR7 antag 7, V1R ag counter 0.4, MEKK3 PB1 HTS 117, OXTR agonist -0.2, PHOSPHO1 inh -14, MEKK2 WT-MEK5 108 and GalR3 antag -2.
Screening Cn1nc([N+](=O)[O-])c2c(-c3nc4ccccc4s3)c(N)n(C3CCCCC3)c2c1=O returned MEKK2 mut-MEK5 -1, NALP1 yeast inh -3, GPR7 antag 3, V1R ag counter -0.8, MEKK3 PB1 HTS 99, OXTR agonist -0.4, PHOSPHO1 inh 12, MEKK2 WT-MEK5 93 and GalR3 antag -3.
COC(=O)C1=C(C)N(c2ccc(Cl)cc2)/C(=C/c2ccc(O)cc2)C1=O was read as MEKK2 mut-MEK5 -4, NALP1 yeast inh -12, GPR7 antag -5, V1R ag counter 1.9, MEKK3 PB1 HTS 103, OXTR agonist 1.3, PHOSPHO1 inh 24, MEKK2 WT-MEK5 101 and GalR3 antag -1.
Screening CCN1C(=O)S/C(=C/c2ccc(Oc3ccc([N+](=O)[O-])cn3)c(OC)c2)C1=O returned MEKK2 mut-MEK5 2, NALP1 yeast inh 8, GPR7 antag -6, V1R ag counter 0.8, MEKK3 PB1 HTS 104, OXTR agonist 0.6, PHOSPHO1 inh 38, MEKK2 WT-MEK5 104 and GalR3 antag -6.
For Cc1cccc(CSc2nc3c(c(=O)[nH]2)CCC3)c1 the results were MEKK2 mut-MEK5 3, NALP1 yeast inh 10, GPR7 antag -13, V1R ag counter -0.5, MEKK3 PB1 HTS 134*, OXTR agonist -2.4, PHOSPHO1 inh 12, MEKK2 WT-MEK5 115 and GalR3 antag 1.
`CCCCc1cc(=O)oc2c(C)c(OCC(=O)N3CCCC3)ccc12` gave MEKK2 mut-MEK5 2, NALP1 yeast inh 12, GPR7 antag -8, V1R ag counter 3.1, MEKK3 PB1 HTS 103, OXTR agonist -0.7, PHOSPHO1 inh 14, MEKK2 WT-MEK5 101 and GalR3 antag -1.
For Cn1ncc([N+](=O)[O-])c1C(=O)Nc1cccc(Cl)c1 the results were MEKK2 mut-MEK5 3, NALP1 yeast inh 18, GPR7 antag 1, V1R ag counter 1.0, MEKK3 PB1 HTS 101, OXTR agonist -1.0, PHOSPHO1 inh 8, MEKK2 WT-MEK5 103 and GalR3 antag -12.
For Cc1ccc(C(=O)COC(=O)CN2C(=O)C3C4CCC(C4)C3C2=O)cc1C (configuration not stated) the results were MEKK2 mut-MEK5 2, NALP1 yeast inh 12, GPR7 antag -3, MEKK3 PB1 HTS 102, MEKK2 WT-MEK5 105 and GalR3 antag -4.
`CSc1ccc(CNCc2ccc3c(c2)OCO3)cc1` gave MEKK2 mut-MEK5 4, NALP1 yeast inh 21, GPR7 antag -1, V1R ag counter 1.9, MEKK3 PB1 HTS 105, OXTR agonist 4.9, PHOSPHO1 inh 47, MEKK2 WT-MEK5 105 and GalR3 antag -6.
Screening COc1ccc(NCc2nnc(SCc3ccc(Cl)cc3)n2-c2ccccc2)cc1 returned MEKK2 mut-MEK5 -3, NALP1 yeast inh 21, GPR7 antag 21, V1R ag counter 3.2, MEKK3 PB1 HTS 86, OXTR agonist -1.4, PHOSPHO1 inh 14, MEKK2 WT-MEK5 88 and GalR3 antag -5.
Screening O=C(CSc1nc2ccccc2s1)Nc1ccc2c(c1)oc1ccccc12 returned MEKK2 mut-MEK5 -2, NALP1 yeast inh 13, GPR7 antag -9, V1R ag counter 0.6, MEKK3 PB1 HTS 104, OXTR agonist 0.7, PHOSPHO1 inh 1, MEKK2 WT-MEK5 118 and GalR3 antag -2.
For CCn1nc(C)c(CNC(=O)Nc2ccccc2C(=O)OC)c1C the results were MEKK2 mut-MEK5 -5, NALP1 yeast inh 20, GPR7 antag -11, V1R ag counter 0.9, MEKK3 PB1 HTS 100, OXTR agonist 2.4, PHOSPHO1 inh 24, MEKK2 WT-MEK5 98 and GalR3 antag -5.
Screening COc1ccc(C2SCCN2C(=O)c2ccc([N+](=O)[O-])cc2)cc1 (configuration not stated) returned MEKK2 mut-MEK5 5, NALP1 yeast inh -10, GPR7 antag -7, V1R ag counter 1.0, MEKK3 PB1 HTS 101, OXTR agonist -0.9, PHOSPHO1 inh 4, MEKK2 WT-MEK5 99 and GalR3 antag -4.
For CC(C(=O)Nc1sc2c(c1C(=O)NCC1CCCO1)CCC2)N1C(=O)c2ccccc2C1=O (configuration not stated) the results were MEKK2 mut-MEK5 1, NALP1 yeast inh 27, GPR7 antag 12, V1R ag counter -1.9, MEKK3 PB1 HTS 99, OXTR agonist -2.2, PHOSPHO1 inh -4, MEKK2 WT-MEK5 97 and GalR3 antag 0.
For CC(C)=CCC1=C(OCC(=O)O)C(=O)c2ccccc2C1=O the results were MEKK2 mut-MEK5 5, NALP1 yeast inh -1, GPR7 antag -10, V1R ag counter 0.5, MEKK3 PB1 HTS 111, OXTR agonist 0.1, PHOSPHO1 inh 39, MEKK2 WT-MEK5 111 and GalR3 antag -7.
`CCc1nnc(NC(=O)CSc2ncc(-c3ccccc3)[nH]2)s1` gave MEKK2 mut-MEK5 6, NALP1 yeast inh 5, GPR7 antag 17, V1R ag counter -0.8, MEKK3 PB1 HTS 106, OXTR agonist -0.8, PHOSPHO1 inh 40 and MEKK2 WT-MEK5 110.
CN1CCN(C(=O)/C=C/c2ccc(Cl)cc2)CC1 was read as MEKK2 mut-MEK5 12, NALP1 yeast inh 18, GPR7 antag -7, V1R ag counter 0.6, MEKK3 PB1 HTS 97, OXTR agonist 0.4, PHOSPHO1 inh -1, MEKK2 WT-MEK5 109 and GalR3 antag 3.
`CCC(=O)Nc1cccc(NC(=O)CN2CCN(c3ccccc3OC)CC2)c1` gave MEKK2 mut-MEK5 8, NALP1 yeast inh 25, GPR7 antag 4, V1R ag counter 0.3, MEKK3 PB1 HTS 103, OXTR agonist -0.3, PHOSPHO1 inh -4 and MEKK2 WT-MEK5 103.
C/C(=C\c1cccc(Cl)c1)C(=O)c1c(C)cc(C)[nH]c1=O was read as MEKK2 mut-MEK5 4, NALP1 yeast inh 3, GPR7 antag -2, V1R ag counter -0.2, MEKK3 PB1 HTS 103, OXTR agonist -1.0, PHOSPHO1 inh 24, MEKK2 WT-MEK5 102 and GalR3 antag -10.
Screening Cc1cc(Br)ccc1OCC(=O)NNC(=O)CCc1ccccc1 returned MEKK2 mut-MEK5 4, NALP1 yeast inh 14, GPR7 antag -3, V1R ag counter -0.3, MEKK3 PB1 HTS 105, OXTR agonist -0.9, PHOSPHO1 inh 22, MEKK2 WT-MEK5 105 and GalR3 antag -9.
`Cc1nc2ccccc2c(=O)n1/N=C/c1cn(-c2ccccc2)nc1-c1cccs1` gave MEKK2 mut-MEK5 5, NALP1 yeast inh 11, GPR7 antag 6, V1R ag counter 0.1, MEKK3 PB1 HTS 104, OXTR agonist -0.5, PHOSPHO1 inh -10, MEKK2 WT-MEK5 99 and GalR3 antag -1.
`CC1CC(C)CN(C(=O)COC(=O)Cc2ccc(Cl)cc2)C1` (configuration not stated) gave MEKK2 mut-MEK5 2, NALP1 yeast inh 13, GPR7 antag 2, V1R ag counter -0.5, MEKK3 PB1 HTS 105, OXTR agonist -1.6, PHOSPHO1 inh 28, MEKK2 WT-MEK5 108 and GalR3 antag -7.
For COc1ccc(NC(=O)COC(=O)/C=C/c2ccccc2[N+](=O)[O-])cc1OC the results were MEKK2 mut-MEK5 -1, NALP1 yeast inh 36, GPR7 antag -13, V1R ag counter 6.1, MEKK3 PB1 HTS 78, OXTR agonist 5.3, PHOSPHO1 inh 0, MEKK2 WT-MEK5 93 and GalR3 antag -3.
For O=c1[nH]c2cccc(Cl)c2n(CCNc2ncc(C(F)(F)F)cc2Cl)c1=O the results were MEKK2 mut-MEK5 -3, NALP1 yeast inh 6, GPR7 antag -12, V1R ag counter -1.0, MEKK3 PB1 HTS 91, OXTR agonist -3.0, PHOSPHO1 inh 25, MEKK2 WT-MEK5 93 and GalR3 antag -2.
`Cc1nnc(SC(C)C(=O)N2CCc3ccccc32)s1` (configuration not stated) gave MEKK2 mut-MEK5 0, NALP1 yeast inh 6, GPR7 antag 1, V1R ag counter -0.1, MEKK3 PB1 HTS 101, OXTR agonist -1.8, PHOSPHO1 inh 8, MEKK2 WT-MEK5 104 and GalR3 antag 1.
For CC(=O)N1CCOc2ccc(S(=O)(=O)NCc3ccccc3Cl)cc21 the results were MEKK2 mut-MEK5 1, NALP1 yeast inh 9, GPR7 antag 4, V1R ag counter 4.5, MEKK3 PB1 HTS 98, OXTR agonist 3.6, PHOSPHO1 inh 15, MEKK2 WT-MEK5 97 and GalR3 antag -9.
Screening O=C1NC(=O)C2(COC(c3cccnc3)OC2)S1 (configuration not stated) returned MEKK2 mut-MEK5 -2, NALP1 yeast inh 19, GPR7 antag -5, V1R ag counter 0.4, MEKK3 PB1 HTS 96, OXTR agonist -0.2, PHOSPHO1 inh -40, MEKK2 WT-MEK5 97 and GalR3 antag -7.
`O=C(O)c1ccc(S(=O)(=O)N(Cc2ccccc2)Cc2ccccc2)cc1` gave MEKK2 mut-MEK5 6, NALP1 yeast inh 1, GPR7 antag -4, V1R ag counter 0.2, MEKK3 PB1 HTS 104, OXTR agonist 1.1, PHOSPHO1 inh 39, MEKK2 WT-MEK5 110 and GalR3 antag -12.
Cc1ccc(SC[C@H](Cc2ccccc2)N2CC[C@@H](NC(=O)OCc3ccccc3)CCC2=O)cc1 was read as MEKK2 mut-MEK5 -3, NALP1 yeast inh -7, GPR7 antag -4, V1R ag counter 1.2, MEKK3 PB1 HTS 100, OXTR agonist 0.9, PHOSPHO1 inh 10 and MEKK2 WT-MEK5 96.
For Cc1sc(NC(=O)c2ccco2)c(C(c2ccccc2)N2CCC(C)CC2)c1C (configuration not stated) the results were MEKK2 mut-MEK5 -3, NALP1 yeast inh -2, GPR7 antag 7, V1R ag counter -0.6, MEKK3 PB1 HTS 98, OXTR agonist -0.7, PHOSPHO1 inh -17, MEKK2 WT-MEK5 91 and GalR3 antag -7.
O=C(CSc1nnc(CCCN2C(=O)c3cccc4cccc(c34)C2=O)n1-c1ccccc1)N1CCN(CCO)CC1 was read as MEKK2 mut-MEK5 0, NALP1 yeast inh 6, GPR7 antag -6, V1R ag counter -0.2, MEKK3 PB1 HTS 96, OXTR agonist 0.4, PHOSPHO1 inh -6, MEKK2 WT-MEK5 98 and GalR3 antag 3.
`Cc1ccccc1NC(=O)Cc1nnc(N)s1` gave MEKK2 mut-MEK5 -17, NALP1 yeast inh -8, GPR7 antag -15, V1R ag counter -1.2, MEKK3 PB1 HTS 93, OXTR agonist 0.6, PHOSPHO1 inh -15, MEKK2 WT-MEK5 90 and GalR3 antag 5.
